From PubChem BioAssay
FBPA coupling cs: qHTS Assay for Inhibitors of Fructose-1,6-bisphosphate Aldolase from Giardia Lamblia: Coupling assay counterscreen; 0.67% of 290,000 active; activity change, negative = inhibition, % at 58.2 µM, hits read low; coupling enzyme system counterscreen, AmpLite Red fluorescence; in the data active means activity change below about -30%
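Compounds tested against the coupling enzymes alone at 57.5 uM final; readout was AmpLite Red fluorescence (525/598 nm) after 20 min at RT.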
B2AR arrestin: qHTS assay of beta-arrestin-biased ligands of beta2-adrenergic receptor | AID 492947, 2010 | Beta-2 adrenergic receptor (Homo sapiens), P07550 | 0.02% of 330,000 active | Potency, µM (highest dose often 46.1 µM), for the others: top-dose activation, usual class: activators | beta-arrestin recruitment to beta2AR, cell-based reporter;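 further: potency means the concentration at half of the fitted maximal effect; 0% = DMSO controls and full agonism = EC100 isoproterenol or metaproterenol; nearly all actives have a fitted effect of over 65% in size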
uPA generation: qHTS for Inhibitors of Cell Surface uPA Generation. AID 540303, 2011. cell surface uPA generation assay, qHTS. Potency, µM (highest dose often 38.3 µM), without a hit: at the top dose activity change, negative = inhibition, usual class: inhibitors. 0.31% of 330,000 active; active means well fitted inhibition curve with a large enough effect; inconclusive means small, poorly fitted or top-dose-only effect; inactive means no such curve, though single readings can be large or run the other way; tested in mouse RAW 264.7 cells; further: potency means the concentration at half of the fitted maximal effect; nearly all actives have a fitted effect of over 55% in size
KCNH2 WT inh: qHTS for Inhibitors of KCHN2 3.1: Wildtype qHTS. Voltage-gated inwardly rectifying potassium channel KCNH2 (Homo sapiens), Q12809. U2OS, BacMam KCNH2, thallium flux FluxOr; hits give low values. activity change, % at 1.84 µM. 0.37% of 340,000 active;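 active means maximum activity change below -70%; inconclusive means maximum activity change between -70% and -50%; inactive means maximum activity change above -50%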
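U2OS cells were transduced with wild-type KCNH2 virus (2.03 x 10^8 / mL) for 4 h at room temperature, then cultured overnight at 37 C. Thallium flux was read with FluxOr dye. Rate constants were normalized to DMSO controls.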
Chronic BCR inh: qHTS Assay to Find Inhibitors of Chronic Active B-Cell Receptor Signaling; ABC-DLBCL IkBa-CBG/CBR reporter, luminescence ratio, 4 h; Potency, µM (doses to about 46.1 µM), for the others: at the top dose ratio change, negative = lower green/red ratio, most hits filed as inhibitors; 0.05% of 340,000 active; AID 493014, 2011; active means well fitted inhibition curve with a large enough effect in the signal ratio, with a control signal flat, not every such curve was filed as active; inconclusive means small, poorly fitted or top-dose-only effect, or effect the other way, or a change in a side signal; the % refers to the signal ratio;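 further: potency means the concentration at half of the fitted maximal effect; plate controls were basal doxycycline-induced cells for no effect and cells given 10 µM MG132 for full effect; MG132 reads +100%, hits lower the ratio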
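Concentration-response series (up to 46 uM) were applied to TMD8 dual-reporter cells for 4 h at 37C with doxycycline. Green/red ratio, after filter-overlap correction, defined %Activity; red signal alone was normalised to basal cells and zero luminescence.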
GALK inhibitor: qHTS Assay for Inhibitors of Human Galactokinase (GALK); P51570; Purified GALK, Kinase-Glo residual ATP luminescence; 0.007% of 270,000 active; Potency, µM (top dose mostly 57.5 µM), for the others: at the top dose activity change, negative = inhibition, actives largely listed as inhibitors; AID 1868, 2009; further: potency means the concentration at half of the fitted maximal effect
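Human GALK (5 nM) with 35 uM ATP and 100 uM galactose in 20 mM HEPES pH 8.0, 5 mM MgCl2, 60 mM NaCl, 1 mM DTT, 0.01% BSA. After 1 h at room temperature, leftover ATP was read by Kinase-Glo Plus luminescence.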
Giardia killer: Small Molecules that selectively kill Giardia lamblia: qHTS; Giardia lamblia trophozoite viability; activity change, % at 7.66 µM, hits read low; 0.15% of 340,000 active; AID 540267, 2011; in the data active means activity change below about -80%; inconclusive means between about -30% and that limit;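 further: parasites exposed to compound for two days anaerobically before the ATP read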
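Luminescence from cellular ATP indicates surviving trophozoites (100 cells/well) following 48 hrs anaerobic compound treatment at 37 deg C; signal develops 15-30 min at room temperature.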
USP2a block: qHTS Assay for Inhibitors of Ubiquitin-specific Protease USP2a Using CHOP2 as the Reporter. Potency, µM (titrated, usually from 38.3 µM), for the others: at the highest dose activity change, negative = inhibition, actives largely listed as inhibitors. 0.01% of 330,000 active. Ubiquitin carboxyl-terminal hydrolase 2 (Homo sapiens), O75604. USP2 core, Ub-CHOP2 coupled fluorogenic reporter, 485/531;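 further: potency means the concentration at half of the fitted maximal effect; plate controls were DMSO wells for no effect and full inhibition by NEM control for full effect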
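USP2 core (10nM final) preincubated 30min RT with compound in 20mM Tris-HCl pH 8.0, 2mM CaCl2, 2mM beta-mercaptoethanol, 0.05% CHAPS; 25nM Ub-CHOP2 plus 25nM reporter substrate added, fluorescence (Ex485/Em531) read after 60min.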
PKM2 act: qHTS Assay for Activators of Human Muscle isoform 2 Pyruvate Kinase; Potency, µM (titrated, usually from 57.5 µM), without a hit: at the top dose activation, hits mostly activators; purified PKM2, Kinase-Glo ATP luminescence, activation; response scale: 0% is enzyme alone, no compound; Pyruvate kinase PKM (Homo sapiens), P14618; 0.34% of 260,000 active; further: potency means the concentration at half of the fitted maximal effect; nearly all actives have a fitted effect of over 55% in size
Target sequence (P14618 whole entry, looked up, canonical isoform): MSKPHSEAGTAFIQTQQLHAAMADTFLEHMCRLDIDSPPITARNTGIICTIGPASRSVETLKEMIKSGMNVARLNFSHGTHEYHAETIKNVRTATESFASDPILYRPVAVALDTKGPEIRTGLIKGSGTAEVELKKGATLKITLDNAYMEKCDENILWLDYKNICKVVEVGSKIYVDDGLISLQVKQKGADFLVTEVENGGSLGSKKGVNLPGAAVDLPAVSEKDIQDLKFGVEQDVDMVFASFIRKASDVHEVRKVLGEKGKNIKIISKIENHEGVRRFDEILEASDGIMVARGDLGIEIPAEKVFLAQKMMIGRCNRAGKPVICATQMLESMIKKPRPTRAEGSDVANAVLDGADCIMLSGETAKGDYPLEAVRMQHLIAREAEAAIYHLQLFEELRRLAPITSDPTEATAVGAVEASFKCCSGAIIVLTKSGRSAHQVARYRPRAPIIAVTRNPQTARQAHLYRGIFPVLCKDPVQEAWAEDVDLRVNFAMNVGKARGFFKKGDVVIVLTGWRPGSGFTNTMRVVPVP
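Purified hPK-M2 (>95%) run at intermediate activity with 0.1 mM ADP and 0.5 mM PEP in 50 mM imidazole pH 7.2, KCl, MgCl2; 1 h room temperature. ATP formed read by Kinase-Glo luminescence; normalized to uninhibited and no-enzyme controls.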
Eya2 inh: qHTS Assay for Inhibitors of the Phosphatase Activity of Eya2; Protein phosphatase EYA2 (Homo sapiens), O00167; recombinant Eya2, OMFP fluorescence dephosphorylation (OMFP is methylfluorescein phosphate); Potency, µM (top dose mostly 76.9 µM), for inactives: at the top dose activity, negative = inhibition, most hits filed as inhibitors; 0.006% of 330,000 active; AID 488837, 2010; further: potency means the concentration at half of the fitted maximal effect
Target sequence (O00167 whole entry, looked up): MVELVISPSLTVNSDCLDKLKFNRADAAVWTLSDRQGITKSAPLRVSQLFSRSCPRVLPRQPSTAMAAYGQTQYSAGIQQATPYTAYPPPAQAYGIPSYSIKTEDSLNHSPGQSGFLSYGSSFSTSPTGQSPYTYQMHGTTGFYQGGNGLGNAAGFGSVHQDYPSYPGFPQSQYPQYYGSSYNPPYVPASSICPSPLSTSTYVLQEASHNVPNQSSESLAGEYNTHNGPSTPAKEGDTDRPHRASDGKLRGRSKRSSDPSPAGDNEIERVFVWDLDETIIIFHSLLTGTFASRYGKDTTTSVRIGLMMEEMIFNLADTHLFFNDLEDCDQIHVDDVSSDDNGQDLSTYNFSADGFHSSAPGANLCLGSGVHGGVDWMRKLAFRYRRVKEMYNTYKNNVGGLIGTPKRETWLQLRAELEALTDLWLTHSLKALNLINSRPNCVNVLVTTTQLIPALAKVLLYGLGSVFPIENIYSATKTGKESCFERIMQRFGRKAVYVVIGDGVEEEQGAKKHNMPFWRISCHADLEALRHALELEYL
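Eya2 protein (added as 0.2 uM solution) was preincubated with compound for 10 min at ambient temperature in 50 mM HEPES pH 7.5, 50 mM NaCl, 5 uM MgCl2, 0.05% BSA, 1 mM DTT. OMFP (added at 50 uM) then reacted 10 min; fluorescence read at 485/525 nm.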
KCNH2 3.1 block: qHTS for Inhibitors of KCHN2 3.1: Mutant qHTS; activity change, % (tested at about 1.8 µM); Potassium voltage-gated channel subfamily H member 2, brain isoform KCNH2 3.1 (human); 0.95% of 340,000 active; U2OS KCNH2 3.1, thallium flux FluxOr; hits give low values;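 active means maximum activity change below -70%; inconclusive means maximum activity change from -70% to -50%; inactive means maximum activity change above -50%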;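 further: thallium influx rate constant from kinetic fluorescence after stimulation buffer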
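We transduce U2OS cells with the mutant 3.1 virus, culture them overnight, load FluxOr with Red40 quencher for 45 min, then add stimulation buffer and read kinetically for 2 min to derive a normalized rate constant.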
The depositor's hits bear a star; i = inactive; u = inconclusive; x = not tested or not shown; [ ] = remark or other dose. Unless noted, the call rests on the fitted dose curve; in most records, active means well fitted curve in the direction sought with a large enough effect; inconclusive means small, poorly fitted or top-dose-only effect, or another doubt; inactive means no such curve, though single readings can be large; an effect the other way counts as inactive or inconclusive. Unless noted, on the % scale 0 is the no-effect control and ±100 the full control effect.

SMILES	FBPA coupling cs	B2AR arrestin	uPA generation	KCNH2 WT inh	Chronic BCR inh	GALK inhibitor	Giardia killer	USP2a block	PKM2 act	Eya2 inh	KCNH2 3.1 block
Cc1cc(C)n2nc(SCC(=O)NC3CCCCC3C)nc2n1 (stereo unspecified)	0.6	-0.2%	11.8%	-9.6	3.4%	-1.9%	-3.3	-1.1%	x	5.1%	8.4
O=C(CSc1nnc(C2COc3ccccc3O2)o1)N1CCN(c2ccccc2)CC1 (stereo unspecified)	0.4	-0.1%	9.5%	-4.4	-18.9%	-0.9%	13.4	-0.2%	4.5%	1.7%	-2.9
C/C(CC1CC(C)(C)OC1=O)=N\NC(N)=S (stereo unspecified)	-0.8	u	-1.2%	6.2	u	-0.6%	-17.8	-1.3%	2.2%	3.6%	0.2
Cc1csc(N/N=C\c2cccnc2)n1	1.3	0.0%	0.5%	-14.0	3.0%	0.8%	21.2	-7.2%	-5.9%	5.5%	-9.4
CCCCC(=O)Nc1cccc(NC(=O)c2ccc3c(c2)OCO3)c1	0.9	0.1%	x	-6.5	u	-1.7%	-0.3	-1.6%	-3.5%	1.4%	4.9
Clc1ccc(-c2nnc(C34CC5CC(CC(C5)C3)C4)o2)cn1	3.2	-0.2%	-0.6%	2.5	u	0.5%	-14.4	2.3%	-2.7%	-1.7%	0.5
COC(=O)c1ccc(NC(=O)C(=O)N2CCN(C(=S)Nc3cccc(C)c3C)CC2)cc1	0.1	-0.8%	-8.8%	-17.3	u	1.0%	-7.5	2.5%	1.0%	-1.3%	12.4
COC(=O)c1ccc(C2NC(=O)c3c(sc(C)c3C)N2)cc1 (stereo unspecified)	1.6	-1.0%	7.7%	3.5	-0.5%	-0.7%	-17.8	0.0%	-0.1%	u	-2.1
COc1ccc(/C=C\C(=O)NCC(=O)N/N=C/c2cccc(OC)c2O)cc1	0.7	-0.3%	-11.3%	-3.7	-12.8%	-0.7%	25.0	3.4%	x	2.8%	0.9
O=C(Cc1cccs1)NC1(C(=O)NC2CCCC2)CCCCC1	0.7	-0.5%	-0.7%	99.7	1.0%	x	30.4[activator]	1.4%	-1.1%	0.8%	-12.5
COc1ccc(-c2sc3ccc(OC)cc3c2C#CCCO)cc1	-0.4	-0.9%	-1.4%	x	u	x	12.4	-0.5%	2.3%	-11.2%	x
COc1cccc(NC(=O)NNS(=O)(=O)c2ccc(OC)cc2OC)c1	-0.1	3.4%	-0.5%	1.6	-6.0%	-6.2%	-10.8	2.1%	1.3%	-2.7%	-5.2
CCOc1cc(/C=C2\C(=O)N(CCc3ccc(OC)c(OC)c3)C(C)=C2C(=O)OC)ccc1O	-16.2	7.5%	-5.6%	5.7	-17.8%	0.7%	5.5	-1.1%	-32.3%	-1.7%	9.5
COc1ccc(OCCCC(=O)OCC(=O)Nc2sccc2C(N)=O)cc1	x	-0.6%	0.3%	1.3	-5.5%	x	-6.4	1.0%	x	-2.1%	5.1
COc1ccc(N(C(=O)c2ccco2)S(=O)(=O)c2ccc(F)cc2)cc1	6.8	0.4%	-1.4%	10.6	2.4%	0.5%	0.6	0.5%	-3.2%	-5.5%	-2.7
O=C(N/N=C/c1ccccc1)c1ccc(OCc2ccccc2)cc1	3.4	-0.3%	-14.4%	3.0	u	0.6%	22.6	0.9%	-3.0%	-7.6%	-1.5
CN1C(=O)N(C)C2(C)CC1(C)N(C)C(=O)N2C	-0.2	-0.2%	3.1%	-1.6	0.0%	-1.3%	10.8	1.8%	3.6%	10.4%	1.0
Cc1ccccc1CNC(=O)Nc1cccs1	1.3	-1.0%	-6.6%	-3.1	-21.9%	-2.4%	-3.4	1.3%	u	9.1%	-0.1
O=C1C(=O)N(CCCN2CCOCC2)C(c2ccc(F)cc2)/C1=C(\O)c1ccc2c(c1)OCCO2 (stereo unspecified)	x	0.5%	2.4%	-1.4	3.3%	-2.8%	25.9	0.7%	x	2.8%	-16.1
CN(C(=S)NC1=CCS(=O)(=O)C1)C1CCCCC1	0.5	-0.1%	-2.4%	-8.0	-10.6%	-0.7%	-4.0	1.6%	-13.9%	1.9%	7.5
Cc1ccc(/C(COc2ccccc2O)=N\O)cc1	-4.6	0.3%	4.6%	-4.2	12.3%	-1.5%	-9.6	-0.9%	-0.7%	-2.0%	16.5
O=C(Cc1cccs1)NNC(=O)C12CC3CC(CC(C3)C1)C2	0.2	0.4%	23.9%	x	3.4%	5.0%	4.0	-0.6%	-16.4%	16.8%	5.5
O=C(CCN1C(=O)S/C(=C\C=C\c2ccccc2)C1=O)Nc1ccc(O)cc1	0.8	0.2%	-3.2%	9.7	-14.6%	1.0%	16.0	1.0%	-8.9%[0.46 µM]	1.5%	5.9
COC(=O)COc1ccc(/C=C2\SC(=O)N(CC(=O)Nc3ccccc3F)C2=O)cc1	3.2	3.7%	6.5%	2.2	0.2%	-4.6%	-7.8	-0.5%	-0.8%	5.8%	-6.4
COc1cccc(CN2CCNC(=O)C2CC(=O)NCCCC2CCCC2)c1OC (stereo unspecified)	0.8	-0.3%	12.4%	11.1	-6.3%	-4.2%	11.7	0.4%	0.7%	5.1%	-7.9

(more compounds)
SMILES	FBPA coupling cs	B2AR arrestin	uPA generation	KCNH2 WT inh	Chronic BCR inh	GALK inhibitor	Giardia killer	USP2a block	PKM2 act	Eya2 inh	KCNH2 3.1 block
CC/C(=N\NC(=S)Nc1cc(C)ccc1C)c1ccc(OC(F)F)cc1	1.2	-0.6%	-4.3%	-1.7	-11.2%	0.2%	12.8	-0.3%	4.5%	5.1%	-10.6
CCOc1ccc(Cl)cc1S(=O)(=O)N1CCCC1	-4.6	0.0%	-1.9%	-20.0	6.5%	-4.3%	-15.9	0.3%	0.3%	9.5%	-24.5
Cc1c(Cc2ccccc2)c(=O)oc2c(O)c(O)ccc12	-18.2	0.2%	-11.4%	-16.0	-9.6%	2.7%	-13.8	-1.9%	20µM*	9.2%	-10.2
O=C(/C=C/c1ccc(Br)cc1)c1ccc(NC2=NCCCS2)cc1	-11.1	-0.7%	u	18.7	u	0.3%	-17.5	-2.3%	7.2%	3.6%	5.4
O=C(Cn1nc(C(=O)O)c2ccccc2c1=O)Nc1ccc2c(c1)OCO2	-0.1	-0.9%	3.3%	1.7	-0.3%	-0.7%	4.0	1.7%	0.8%	-3.7%	-0.4
COc1ccccc1Oc1cn[nH]c1-c1ccc(O)cc1O	-1.5	0.1%	10.8%	22.5	-7.6%	x	5.5	3.9%	x	-2.5%	14.9
CCN(CC)C(=O)COCc1cc(-c2ccc3c(c2)OCO3)on1	-0.4	-0.4%	-11.2%	-30.8	-2.5%	x	-17.4	0.0%	x	-0.4%	-0.9
COC(=O)C1=NN(c2ccc(OC)cc2)C2C(=O)N(c3ccccc3OC)C(=O)C12 (stereo unspecified)	1.6	-1.0%	-1.0%	0.6	0.8%	1.1%	6.3	0.0%	12.3%	10.2%	-9.3
Cc1ccc(Cl)cc1-n1c(=O)cc(N2CC(C)OC(C)C2)[nH]c1=O (stereo unspecified)	5.2	-1.0%	x	8.2	-1.3%	-0.6%	19.0	2.9%	-4.2%	4.1%	-2.5
CCOC(=O)Cn1ncc2c3ccccc3n(CC(=O)OCC)c2c1=O	0.0	0.1%	-12.8%	x	5.2%	3.7%	-1.5	1.6%	x	6.7%	-8.7
COc1cc(OC)cc(C(=O)NNC(=S)Nc2ccccc2OC)c1	3.9	0.1%	4.2%	i	-18.0%	x	5.6	3.1%	-3.4%	5.2%	-3.4
CCOC(=O)c1c(N)c2cc([N+](=O)[O-])cnc2n1C	-1.2	-0.7%	0.9%	2.0	u	1.8%	-3.2	2.3%	-4.0%	7.4%	7.6
COC(=O)NNC(=O)C1CCC(C)CC1 (stereo unspecified)	-2.2	1.3%	-0.7%	8.3	u	x	29.3	4.3%	3.3%	-2.9%	51.9
O=C(NC1CCN(Cc2ccccc2)CC1)c1cc(-c2ccccn2)nc2ccccc12	-2.8	x	-2.6%	5.9	x	-2.1%	10.1	x	0.4%	x	1.3
